High-throughput results: PubChem BioAssay, Broad Institute
S100A4 inh HTS = inhibitors of human S100A4 binding to myosin IIA peptide. P26447. S100A4/TAMRA-MyoIIA peptide fluorescence polarization. inhibition, % at 10.7 µM. actives 0.14% (n = 360,000). AID 652163;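 active = mean inhibition of at least 70% across replicates, with every replicate also reaching that level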
Target sequence (P26447 whole entry, looked up): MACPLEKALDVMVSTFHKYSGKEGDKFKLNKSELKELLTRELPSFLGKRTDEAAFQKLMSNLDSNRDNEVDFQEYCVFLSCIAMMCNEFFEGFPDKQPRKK
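Assay system: human S100A4 monomer with TAMRA-labelled myosin IIA peptide / Buffer or medium: Calcium-containing HEPES buffer, pH 7.2 / Reagent: TAMRA-labelled myosin IIA heavy-chain peptide probe, 5 nM / Compound: one dose per compound / Timing: polarization read 5 min after assay mix addition, stable 5–60 min / Benchmarks: neutral control DMSO, positive control TFP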
SIRT5 inh = blocks human SIRT5 desuccinylation of peptide | Q9NXA8 | Purified SirT5, succinyl-peptide AMC, trypsin-coupled fluorescence | inhibition, % at 15 µM | actives 1.1% (n = 330,000); in the data active = inhibition above about 15%
Target sequence (Q9NXA8 whole entry, looked up): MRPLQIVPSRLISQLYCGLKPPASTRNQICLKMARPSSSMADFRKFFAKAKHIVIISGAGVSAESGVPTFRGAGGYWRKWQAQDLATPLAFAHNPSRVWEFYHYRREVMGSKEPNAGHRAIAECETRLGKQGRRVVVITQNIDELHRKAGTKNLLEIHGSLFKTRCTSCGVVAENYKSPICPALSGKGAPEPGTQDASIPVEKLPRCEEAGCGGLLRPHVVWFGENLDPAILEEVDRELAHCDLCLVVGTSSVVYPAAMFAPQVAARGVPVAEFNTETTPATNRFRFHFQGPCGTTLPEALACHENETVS
ERAP1 inh = inhibitors of human ERAP1 aminopeptidase; recombinant ERAP1, Leu-AMC fluorescence, 60 min; actives 0.15% (n = 340,000); Q9NZ08; inhibition, % at 10.7 µM;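 active = mean replicate inhibition of at least 30%, or all replicates individually reaching that 30% level; inactive = mean below 30% and not every replicate reaching it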;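 also: 0% = neutral control wells and 100% = L-leucinethiol positive control wells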
Statin myotox sup = suppressors of simvastatin-induced myotoxicity in C2C12 myotubes; ATP luminescence, 48 h; scaled: DMSO 0, geranylgeraniol control 100; rescue of ATP level, % at 7.49 µM; actives 0.78% (n = 330,000);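 active = mean ATP rescue above about 67%, or every replicate alone reaching that limit, limit read from the data, passing the limit was not always enough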;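 also: myotubes were challenged with 10 µM simvastatin during compound exposure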
PGC1a acetyl inh = modulators of PGC1a acetylation; U2OS PGC1a acetylation, AlphaScreen anti-acetyl-lysine; with virally co-expressed GCN5 acetyltransferase; inhibition, % at 15.6 µM; actives 0.17% (n = 350,000); AID 651687;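 active = every replicate shows inhibition of at least 40%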;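 also: 0% = neutral control wells and 100% = positive control wells; some results beyond the cut were filed as inactive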
Xi reactivation = reactivates the inactive X chromosome in mouse fibroblasts; XiGFP mouse fibroblasts, % GFP-positive cells imaging, 3 d; cells co-treated with 5-aza-dC sensitizer; scaled so ellipticine positive control = 100%; activation, % at 7.58 µM; actives 0.055% (n = 360,000); AID 743238;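 active = mean normalized replicate activation at least 10% and every replicate at or above 10%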;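 also: 0% = median of on-plate neutral control wells and 100% = ellipticine 6 µM median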
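System: XiGFP fibroblasts, SV40-immortalized. Medium: DMEM plus 5-aza-dC sensitizer. Doses: single point. Timing: 3 d treatment, 15 min room-temperature fixation. Control set: ellipticine 6 µM.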
Cneo AK release = Cryptococcus neoformans lysis via adenylate kinase release; actives 0.2% (n = 360,000); lysis activity, % at 15 µM; C. neoformans lysis, adenylate kinase release luminescence, 4 h; normalised: neutral wells 0, clomiphene wells 100;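 active = mean lysis activity across replicates of at least 80%, whatever share of replicates individually reach that level; inactive = mean lysis activity below 80%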
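Assay system: C. neoformans cells. Amount: yeast cell density of 5 × 10^6 cells/mL. Technique: AK luminescence. Buffer or medium: YPD. Times: static 4 h at 37 °C with compound, 1 h detection. Dosing: single-point compound dose. Read-out: lysis from increased AK signal.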
LGR2 antag = inhibitors of bursicon-induced Drosophila LGR2 receptor cAMP signaling. HEK293 LGR2, CRE-luciferase, bursicon-stimulated, 4 h. inhibition, % at 9.99 µM. actives 0.35% (n = 380,000). AID 720647;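 active = drop in luminescence signal, shown as inhibition above about 50% in the replicate tests, limit read from the data, passing the limit was not always enough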;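 also: agonist challenge used bursicon conditioned medium at about half maximal strength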
* hit, by the source's call; nt = not tested or not shown.

Molecule,S100A4 inh HTS,SIRT5 inh,ERAP1 inh,Statin myotox sup,PGC1a acetyl inh,Xi reactivation,Cneo AK release,LGR2 antag
Cn1c(Cc2ccccc2)nnc1SCC(=O)Nc1ccc2c(c1)OCCO2,-9,0,-9,2,-6,nt,-5,nt
Cc1ccc(OC(=O)N(C)C[C@@H]2OCc3cn(nn3)CCCC(=O)N([C@@H](C)CO)C[C@@H]2C)cc1,nt,nt,nt,4,5,0.0,nt,22
Cc1ccc(S(=O)(=O)Nc2ccc3c(c2)CC(=O)N([C@@H](C)CO)C[C@H](C)[C@H](CN(C)C(=O)Nc2ccccc2)O3)cc1,10,0,4,5,6,0.6,16,-1
Cc1ccc(OC(=O)N(C)C[C@H]2OCc3ccccc3-c3ccccc3C(=O)N([C@H](C)CO)C[C@@H]2C)cc1,7,-6,0,-30,6,0.6,0,-5
COc1ccc(S(=O)(=O)N[C@H]2C=C[C@H](CC(=O)NCCc3ccncc3)O[C@H]2CO)cc1,-12,-1,0,-23,0,-0.3,3,-2
C[C@@H]1CN([C@@H](C)CO)C(=O)c2cc(N(C)C)ccc2O[C@@H]1CN(C)Cc1ccc2c(c1)OCO2,0,-3,0,-1,5,-0.8,1,1
COc1ccc2c(=O)c(Oc3ccc(C(=O)O)cc3)c(C(F)(F)F)oc2c1,-5,2,-1,nt,7,0.0,nt,19
CCn1c(NCc2cc(Cl)ccc2O)nc2ccccc21,-7,1,-2,1,19,-0.1,2,-18

Next section; the last 2 above are carried over.
Molecule,S100A4 inh HTS,SIRT5 inh,ERAP1 inh,Statin myotox sup,PGC1a acetyl inh,Xi reactivation,Cneo AK release,LGR2 antag
COc1ccc2c(=O)c(Oc3ccc(C(=O)O)cc3)c(C(F)(F)F)oc2c1,-5,2,-1,nt,7,0.0,nt,19
CCn1c(NCc2cc(Cl)ccc2O)nc2ccccc21,-7,1,-2,1,19,-0.1,2,-18
O=C(O)C[C@H]1C[C@H]2c3cc(NC(=O)Nc4ccc(C(F)(F)F)cc4)ccc3O[C@H]2[C@@H](CO)O1,-30,0,-1,-1,1,0.3,-8,-29
Cc1cc(N2CCN(c3nc(-c4ccc([N+](=O)[O-])cc4)cs3)CC2)c2ccccc2n1,-4,-4,5,nt,nt,0.0,nt,20
COc1cc(/C=C/C(=O)O)cc(S(=O)(=O)Nc2ccc(S(=O)(=O)N3CCCCC3)cc2)c1OC,1,2,1,8,nt,0.3,-1,-25
CCOc1ccc(Br)cc1S(=O)(=O)Nc1cccc(S(=O)(=O)N(C)c2ccccc2)c1,0,3,7,nt,nt,0.5,2,19
CC(C)=CCN1CCN(Cc2cc(C(C)C)n[nH]2)CC1CCO (configuration not stated),-2,0,-1,-1,5,0.0,1,-17
O=c1c(-c2n[nH]c(=S)n2-c2ccccc2)cccn1Cc1cccc(Cl)c1,15,-2,-1,nt,4,-0.3,nt,2
O=C1CN(Cc2ccc(F)cc2)C[C@@H]2[C@H](c3ccc(-c4ccccc4F)cc3)[C@@H](CO)N12,12,0,1,nt,2,0.2,nt,10
O=C(N[C@H]1CC[C@@H](CCn2cc(C3CCCC3)nn2)O[C@H]1CO)c1cccnc1,4,-4,-2,nt,-5,0.1,nt,-1
O=C(Cc1ccccc1)Nc1c(Cl)ccc2nsnc12,6,0,0,nt,0,0.3,-1,15
CC1CCc2nc(/C(C#N)=C/c3ccncc3)sc2C1 (configuration not stated),5,-1,2,nt,nt,-0.1,nt,-10
C[C@@H]1CN([C@@H](C)CO)C(=O)Cc2cc(NC(=O)Nc3ccc4c(c3)OCO4)ccc2O[C@H]1CN(C)Cc1ccncc1,10,-6,1,-8,-4,0.0,-2,-15
O=S(=O)(NC1CCN(Cc2ccccc2)CC1)c1ccc(Cl)cc1,-7,-4,-2,nt,-3,-0.2,1,-9
Cc1ccc(-c2csc(C3=C(O)CN(NC(=O)c4ccco4)C3=N)n2)cc1,6,-2,nt,nt,5,0.0,nt,27
CCOC(=O)C1(Cc2ccccc2C(F)(F)F)CCN(Cc2ccc(COC)o2)CC1,-2,nt,-3,-6,-4,0.0,1,2
C[C@@H]1CN([C@@H](C)CO)C(=O)c2cc(NC(=O)c3ccccc3)ccc2O[C@@H](C)CCCCO[C@H]1CN(C)Cc1ccccc1,nt,nt,nt,nt,7,0.5,-17,-4
Cc1ccccc1NC(=O)CSc1nnc(NC(=O)c2ccco2)s1,-9,-3,2,-16,7,0.0,1,9
C[C@H](CO)N1C[C@H](C)[C@@H](CN(C)C(=O)c2ccc3c(c2)OCO3)Oc2cc(-c3ccncc3)ccc2S1(=O)=O,-11,-4,0,-16,3,1.6,1,-10
CCS(=O)(=O)NC[C@@H]1[C@@H](c2ccccc2)[C@@H](CO)N1CC1CCCC1,-9,1,-1,nt,nt,-0.1,nt,-4
CCOC(=O)[C@@H]1[C@H]2COc3ccc(Br)cc3[C@H]2N2C(=O)N(c3ccc(C)cc3)C(=O)[C@]12C,-7,-2,2,-3,-9,0.3,2,8
Fc1ccc(-c2ccc3c(c2)C2CC3CCN2)cc1 (configuration not stated),2,-5,-4,-8,22,0.0,0,-2
O=C(c1cccc(S(=O)(=O)NCc2ccccc2)c1)N1CCCCC1,-2,-1,-1,27,10,0.1,-2,4
O=C(CCNS(=O)(=O)c1ccccc1C(F)(F)F)N1CCN(c2ccccc2O)CC1,4,0,6,nt,nt,0.0,nt,2
COc1ccc(/C=C2/Sc3ccc(C(=O)N4CCOCC4)cc3NC2=O)cc1OC,-6,3,-4,11,-8,0.0,0,-49
C[C@@H]1CCCCO[C@@H](CN(C)Cc2ccc(C(=O)O)cc2)[C@@H](C)CN([C@H](C)CO)C(=O)c2cc(NC(=O)Cc3ccccc3)ccc2O1,12,-3,-2,nt,40,0.0,-6,7

Molecules shown so far with fluorine, in the order listed:
Molecule,S100A4 inh HTS,SIRT5 inh,ERAP1 inh,Statin myotox sup,PGC1a acetyl inh,Xi reactivation,Cneo AK release,LGR2 antag
COc1ccc2c(=O)c(Oc3ccc(C(=O)O)cc3)c(C(F)(F)F)oc2c1,-5,2,-1,nt,7,0.0,nt,19
O=C(O)C[C@H]1C[C@H]2c3cc(NC(=O)Nc4ccc(C(F)(F)F)cc4)ccc3O[C@H]2[C@@H](CO)O1,-30,0,-1,-1,1,0.3,-8,-29
O=C1CN(Cc2ccc(F)cc2)C[C@@H]2[C@H](c3ccc(-c4ccccc4F)cc3)[C@@H](CO)N12,12,0,1,nt,2,0.2,nt,10
CCOC(=O)C1(Cc2ccccc2C(F)(F)F)CCN(Cc2ccc(COC)o2)CC1,-2,nt,-3,-6,-4,0.0,1,2
Fc1ccc(-c2ccc3c(c2)C2CC3CCN2)cc1 (configuration not stated),2,-5,-4,-8,22,0.0,0,-2
O=C(CCNS(=O)(=O)c1ccccc1C(F)(F)F)N1CCN(c2ccccc2O)CC1,4,0,6,nt,nt,0.0,nt,2

Other entries:
Molecule,S100A4 inh HTS,SIRT5 inh,ERAP1 inh,Statin myotox sup,PGC1a acetyl inh,Xi reactivation,Cneo AK release,LGR2 antag
CCOC(=O)N1CCC(NC(=O)CS(=O)(=O)Cc2nc(-c3ccccc3C)oc2C)CC1,-1,-7,0,11,12,-0.1,-4,20
CCOC(=O)N[C@H](C(=O)N1CCC[C@H]1C(=O)NC1CCCC1)c1ccccc1,-2,2,4,nt,nt,0.2,nt,-21
OC(c1ccccc1)(c1ccccc1)C1CCN(C(=S)NCCc2ccccc2)CC1,0,-1,5,nt,-12,0.0,nt,15
O=C(O)c1cc2ccc3cccc4ccc(c1)c2c34,-2,-19,0,11,nt,0.0,1,-9
Cc1c(N2C(=O)C3C4C=CC(C4)C3C2=O)c(=O)n(-c2ccccc2)n1C (configuration not stated),0,-2,nt,7,nt,-0.1,nt,-4
COc1ccc(C(CCN2CCOCC2)c2c(OC)cc(OC)c3c(C)cc(=O)oc23)cc1 (configuration not stated),3,1,-3,12,3,0.0,2,-2
NC(=O)c1ncn([C@@H]2O[C@H](CNCc3cccc4c3sc3ccccc34)[C@@H](O)[C@H]2O)n1,16,-6,2,2,3,0.5,10,-6
O=C(C[C@@H]1C[C@H]2c3cc(NC(=O)c4ccc5c(c4)OCO5)ccc3O[C@H]2[C@H](CO)O1)NCC(F)(F)F,5,-1,-1,-1,-3,0.1,5,-9
Cc1cc(C)c(NC(=O)CNC(=O)CN(C)Cc2ccc(Br)s2)c(C)c1,-28,-4,1,-1,nt,0.1,-9,-7
COc1ccc(S(=O)(=O)N(C)C[C@H]2Oc3c(NC(=O)NC4CCCCC4)cccc3C(=O)N([C@@H](C)CO)C[C@H]2C)cc1,2,12,-1,4,-12,0.0,0,-19
COc1ccc(CNC(=O)COC(=O)C2(C)CC2(Cl)Cl)cc1 (configuration not stated),-5,-4,-1,-5,3,0.0,0,9
O=C(COC(=O)c1ccc(O)cc1)Nc1ccc(S(=O)(=O)N2CCOCC2)cc1,-1,-4,-4,-6,3,0.1,1,2
CCc1ccc(S(=O)(=O)N/N=C\c2cn(CC(N)=O)c3ccccc23)cc1,-2,5,1,nt,-4,0.1,-2,8
CCOc1cc(N2CCOCC2)c(OCC)cc1NC(=O)CSc1nccc(C)n1,-2,3,0,-1,9,0.0,21,3
COc1cc(C(=O)N2CCN(S(=O)(=O)c3ccc(C(C)C)cc3)CC2)ccc1OCC(=O)N1CCOCC1,2,-7,-2,-1,3,-0.1,-1,-1
Nc1nn(-c2cccc(F)n2)cc1-c1ccc(Cl)cc1,40,-2,2,5,-4,0.2,-3,-2
CC(C)C1Cc2ccccc2-c2[nH]c(=S)[nH]c(=O)c21 (configuration not stated),-2,-5,-2,nt,11,0.0,-1,nt
CC1(C)Cc2ccccc2C(=NCC(=O)O)N1,6,0,-1,nt,5,0.0,nt,35
CC(C)c1ccccc1NC(=O)CNCCc1ccc(C(F)(F)F)cc1,-1,11,nt,nt,nt,0.0,nt,11
COc1ccc(-c2[nH]ncc2CN(C)Cc2cccnc2)c(F)c1,-3,-2,18,nt,nt,0.1,nt,10
O=C(Cn1ccc(C(F)(F)F)n1)N=Nc1c(O)[nH]c2ccc(Br)cc12,-38,-4,4,9,-2,0.0,nt,3
CO[C@H](CN(C)Cc1cc(F)ccc1F)[C@H](C)CN(C(=O)Nc1ccc(F)cc1)[C@@H](C)CO,2,-3,0,-7,-2,0.5,0,19
COc1ccc(S(=O)(=O)Nc2ccc3c(c2)CC(=O)N([C@H](C)CO)C[C@H](C)[C@H](CN(C)C(=O)Nc2cccc4ccccc24)O3)cc1,-8,-4,0,13,1,-0.3,-1,1
COc1cccc2sc3ccc(C#Cc4ccc(N)cc4)cc3c(=O)c12,0,nt,1,5,nt,0.5,1,-67
O=CN1CCCN(Cc2nc(Cc3ccccc3F)no2)CC1,-8,3,-2,nt,nt,0.0,nt,-1

Only part of the results is shown; rates above refer to the full screens.
